GASC-1 inh: inhibitors of GASC-1 histone demethylase, primary screen, biochemical, fluorescence, DELFIA europium; AID 2099, 2009; actives 0.069% (n = 330,000); GST-JMJD2C(1-420) H3K9me3 demethylation; inhibition, % at 2.35 µM; Lysine-specific demethylase 4C (Homo sapiens), Q9H3R0;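 active = more than half of a compound's replicate wells show inhibition beyond 50%, single wells judged on their own value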;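 also: signal counts dimethyl H3K9 product captured on neutravidin plate; 0% = median of DMSO wells and 100% = 0.3 times that DMSO median; strong numbers were not always called active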
Target sequence (Q9H3R0 1-420 limits assumed): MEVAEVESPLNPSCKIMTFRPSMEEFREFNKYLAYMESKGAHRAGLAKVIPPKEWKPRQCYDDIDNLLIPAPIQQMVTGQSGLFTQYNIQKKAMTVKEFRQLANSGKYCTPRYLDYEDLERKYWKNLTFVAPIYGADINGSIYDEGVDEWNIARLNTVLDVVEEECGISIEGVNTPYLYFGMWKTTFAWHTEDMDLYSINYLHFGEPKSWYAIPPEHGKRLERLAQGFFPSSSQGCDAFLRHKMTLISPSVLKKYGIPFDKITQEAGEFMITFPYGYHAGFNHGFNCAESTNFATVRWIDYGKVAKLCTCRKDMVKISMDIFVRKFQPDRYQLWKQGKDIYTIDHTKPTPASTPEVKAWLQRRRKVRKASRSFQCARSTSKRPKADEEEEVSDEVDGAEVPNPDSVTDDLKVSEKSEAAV
PP1 inh: PP1-alpha phosphatase inhibitors, primary screen, counter-screen for PP5 inhibitor project, biochemical, fluorescence, OMFP substrate, single point; Serine/threonine-protein phosphatase PP1-alpha catalytic subunit (Homo sapiens), P62136; purified PP1alpha; inhibition, % at 6.7 µM; actives 0.9% (n = 320,000); AID 2235, 2010;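 active = inhibition above the mean inhibition of all tested compounds plus 3 SD, computed separately for each screening campaign, cut at about 15% in these data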
VLA-4 inh: inhibition in human VLA-4 binding assay, primary screen, VLA-4 allosteric modulator project, MLPCN library, flow cytometry, VLA-4 expressing cells | ligand binding flow cytometry | inhibition, % (about 7 µM as worked out from the volumes in the protocol) | actives 0.2% (n = 330,000); in the data active = inhibition above about 50%
proCasp3 act: activators of human procaspase-3 D3A mutant, primary screen, biochemical, absorbance, PC-3 D3A mutant, single concentration; activation, % at 8.5 µM; AID 463141, 2010; Caspase-3 (Homo sapiens), P42574; actives 0.11% (n = 330,000); recombinant procaspase-3 D3A, Ac-DEVD-pNA absorbance 405 nm;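 active = activation above the mean of all tested compounds plus 3 SD, cut at about 21% in these data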;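 also: 0% = DMSO alone and 100% = DMSO wells spiked with extra 5 µM PC-3 D3A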
Target sequence (P42574 whole entry D9A/D28A/D175A): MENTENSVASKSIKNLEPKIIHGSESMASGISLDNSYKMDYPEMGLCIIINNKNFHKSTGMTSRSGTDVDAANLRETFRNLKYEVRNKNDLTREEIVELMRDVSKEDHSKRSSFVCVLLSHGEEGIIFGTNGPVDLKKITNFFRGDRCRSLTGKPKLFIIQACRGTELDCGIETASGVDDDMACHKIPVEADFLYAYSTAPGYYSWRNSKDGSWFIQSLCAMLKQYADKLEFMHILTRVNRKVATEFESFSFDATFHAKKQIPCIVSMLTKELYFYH
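Assay system: Autoprocessing-dead procaspase-3 D3A mutant enzyme; also added: Ac-DEVD-pNA; doses: one concentration, 8.5 µM nominal, 0.8% DMSO; times: 1 h compound preincubation, 2 h substrate hydrolysis at 25 °C; technique: 405 nm absorbance of p-nitroaniline, reads at 0 and 120 min; measure: % activation between DMSO and enzyme-spiked controls; repeats: single replicate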
GRK2 inh: compounds blocking aptamer binding on GRK2 – biochemical, human GRK2, bead flow cytometry, HTS, primary screen; AID 488847, 2010; FAM-aptamer displacement from GRK2; Beta-adrenergic receptor kinase 1 (Homo sapiens), P25098; inhibition of aptamer binding, % at 10 µM; actives 0.59% (n = 330,000);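 active = inhibition of aptamer binding above 40%, roughly 3 SD of noise, on plates passing a quality check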;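 also: median bead fluorescence of bound FAM aptamer so fluorescent compounds give negative values; no value below 0 was filed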
HCV core dimer: inhibitors of HCV core protein dimerization, primary screen, biochemical, TR-FRET, high-throughput. TR-FRET GST/Flag-core106 dimerization, 1536-well. inhibition, % at 5 µM. actives 0.33% (n = 300,000);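 active = inhibition above the mean of all tested compounds plus 3 SD, set per screening campaign, cut at about 45% in these data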
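Assay system: tagged HCV core106 pair (GST and Flag); medium: KF-containing HEPES buffer, pH 7.45, DTT, CHAPS, BSA; also added: Eu donor and XL665 acceptor anti-tag antibodies; dosing: 5 µM single dose; timing: compound-protein-antibody incubation 4 h at 22.5 °C; signal: TR-FRET 671 and 617 nm emission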
proCasp7 act: procaspase-7 activators, primary screen, counter-screen for procaspase-3 activator project, biochemical, absorbance, HTS, human; Caspase-7 (Homo sapiens), P55210; AID 463210, 2010; actives 0.093% (n = 330,000); recombinant procaspase-7, Ac-DEVD-pNA absorbance 405 nm; D23A/D198A/D206A triple mutant, cannot self-cleave; scale: DMSO 0, 5 µM enzyme 100; activation, % at 8.5 µM;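 active = percent activation above the screen-wide mean plus 3 SD, cut at about 25% in these data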
Target sequence (P55210 whole entry D23A/D198A/D206A): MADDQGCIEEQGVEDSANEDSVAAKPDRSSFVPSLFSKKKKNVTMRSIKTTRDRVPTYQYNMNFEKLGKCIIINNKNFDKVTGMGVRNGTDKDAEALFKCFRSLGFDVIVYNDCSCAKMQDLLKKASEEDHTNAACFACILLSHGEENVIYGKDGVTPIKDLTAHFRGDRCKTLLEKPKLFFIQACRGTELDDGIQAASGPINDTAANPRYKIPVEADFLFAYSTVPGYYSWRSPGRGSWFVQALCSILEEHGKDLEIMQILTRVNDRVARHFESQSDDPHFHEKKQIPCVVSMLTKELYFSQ
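Detection: p-Nitroaniline absorbance at 405 nm, read at 0 and 120 min; system: Uncleavable procaspase-7 mutant enzyme; evaluation: % activation from two-timepoint absorbance difference, scaled to controls; times: 1 h enzyme–compound preincubation and 2 h substrate reaction, both 25 °C; buffer or medium: Zinc-free HEPES pH 7.4 with 300 mM NaCl, 0.01% Triton X-100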
CTSL1 counter: Fasciola hepatica cathepsin L1 inhibitors, primary screen, counter-screen for PFM18AAP inhibitor project, biochemical, QFRET, fluorogenic peptide substrate. actives 0.49% (n = 300,000). AID 1906, 2009. recombinant F. hepatica cathepsin L1, Z-Leu-Arg-MCA fluorescence. inhibition, % at 5.96 µM;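 active = inhibition above the mean of all tested compounds plus 3 SD, set per screening campaign, cut at about 17% in these data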;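 also: 0% = plate median of test compound wells and 100% = 1 µM Z-Phe-Ala-diazomethylketone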
PP5 primary: PP5 phosphatase inhibitors, primary screen, biochemical, fluorescence; Serine/threonine-protein phosphatase 5 (Homo sapiens), P53041; actives 0.18% (n = 320,000); inhibition, % at 6.7 µM; purified PP5c, OMFP substrate fluorescence;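 active = inhibition above the campaign's mean inhibition across all tested compounds plus 3 SD, cut at about 9.5% in these data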;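 also: 0% = DMSO only and 100% = 100 µM cantharidin control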
Numbers without * were called inactive; . = no result given.

SMILES	GASC-1 inh	PP1 inh	VLA-4 inh	proCasp3 act	GRK2 inh	HCV core dimer	proCasp7 act	CTSL1 counter	PP5 primary
O=C(Nc1cccc(C(=O)N2CCOCC2)c1)c1ccccc1Cl	-3	-3	-1	-3	2	2	3	-1	0.7
CCNc1nc(NC(C)CC)nc(ON=C(C)C)n1 (stereo not drawn)	19	-3	15	-1	1	-2	7	-3	0.8
CCOC(=O)C(Cc1ccccc1)c1ccnc2ncnn12 (stereo not drawn)	-2	0	-2	4	0	1	7	-3	-0.4
Cc1c(Cl)c(C(F)(F)F)nn1CC(=O)NCc1ccccc1	1	-2	-4	-2	1	-6	9	-1	1.2
CCOC(=O)N1CCN(C(=O)CSc2nnc(CNC(=O)c3ccccc3F)o2)CC1	26	1	5	5	0	-7	9	6	0.1
Cc1ccc(NC(=O)c2csc3c2CCCC3)cc1	13	-8	30	-1	3	5	1	-1	4.2
C=CCNC(=O)CCCOc1cccc(C)c1	154	-4	0	7	0	0	3	-2	1.5
COCCOC(=O)c1c(C)n(C)c2ccc(OC(=O)N3CCOCC3)cc12	2	1	20	0	0	6	-5	-2	2.6
C=CC[C@@H](CC(=O)N(CCO)Cc1ccccc1)C(=O)N[C@H](COC(=O)[C@@H](CC=C)CC(=O)OC(C)(C)C)Cc1c[nH]c2ccccc12	-6	.	14	1	1	.	5	.	.
CN(Cc1cccc(F)c1)C(=O)c1ccccc1Sc1ccccc1C#N	-10	-2	-12	-6	2	-12	6	-4	3.0
O=C(C1=C(O)C(=O)N(Cc2ccco2)C1c1cccs1)c1cccs1 (stereo not drawn)	-8	0	2	-45	1	10	-85	7	-1.8
COc1cc(C(C)=O)ccc1OCC(O)Cn1nc(C)c(C(C)=O)c1C (stereo not drawn)	-5	-1	9	2	0	7	0	-2	5.4
CCOc1ccccc1Nc1ncnc2ccc(Br)cc12	20	-1	40	16	3	4	21	0	-1.1
CCOC(=O)C(C)Sc1nc(-c2ccccc2)nc2ccccc12 (stereo not drawn)	1	-4	4	-1	1	8	-14	1	3.4
COc1ccc(C(CNC(=O)c2cccc(S(=O)(=O)Nc3ccccc3Cl)c2)N2CCOCC2)cc1 (stereo not drawn)	18	-2	6	5	4	17	11	2	4.2
O=C(COC(=O)Cc1ccccc1[N+](=O)[O-])NCc1ccc(Cl)cc1	-1	-1	8	1	0	1	9	-5	1.3
CC(=O)Nc1ccc(NC(=O)C2CCCN2S(=O)(=O)c2cccc3nsnc23)cc1 (stereo not drawn)	-20	-3	6	5	0	-1	8	4	0.3
Cc1nn(CCc2nn[nH]n2)c2nc(-c3ccc(C4CCCCC4)cc3)cc(C(F)(F)F)c12	-2	18*	14	8	1	25	2	11	5.2
CC(Cc1cccs1)NC(=O)CCCn1nnnc1CN1CCOCC1 (stereo not drawn)	37	-2	3	-4	1	-4	-12	0	3.3
Cc1oc(-c2cccc(Cl)c2)[n+]([O-])c1C	0	-4	2	-4	1	-5	0	7	-2.1
CC(OC(=O)c1cc(=O)[nH]c2ccccc12)c1ccccc1 (stereo not drawn)	4	-4	18	-2	0	7	6	7	8.0
CCNC(=S)N(Cc1cc2c(C)ccc(C)c2[nH]c1=O)C1CCCC1	12	-1	-6	14	4	3	1	-3	0.5
CCn1nnnc1SCC(=O)N1c2ccccc2NC(=O)CC1C (stereo not drawn)	3	-4	-14	3	0	.	-1	.	-2.1
O=C(CN1C(=O)CSc2ccc(S(=O)(=O)N3CCOCC3)cc21)NCCCN1CCc2ccccc2C1	11	-1	-14	-2	1	-2	5	-6	0.8
COc1ccc(S(=O)(=O)N2CCOCC2)cc1NC(=O)CSc1ncccn1	-10	.	-17	8	1	.	5	.	.
CCCC(=O)n1nc(NCc2ccc(OC)cc2)nc1NCc1ccc(OC)cc1	1	3	0	-6	0	2	3	1	2.0
Cc1cc(C)nc(SCc2nc(N)nc(-c3ccccc3O)n2)n1	4	-2	9	-1	0	-5	-1	-5	4.9
CCN(CC)C(=O)Cn1cc(SCC(=O)Nc2cc(C)on2)c2ccccc21	7	-1	1	7	1	-3	-10	1	-0.2
CN(C)C(CNc1ccc(S(C)(=O)=O)cc1[N+](=O)[O-])Cc1ccccc1 (stereo not drawn)	4	-6	-17	-10	0	-14	-1	6	4.2
Cc1sc(-n2c(C)ccc2C)c(C#N)c1C	3	-5	-6	-17	2	1	-19	1	0.6

Part of the list above, as a markdown table:
| SMILES | GASC-1 inh | PP1 inh | VLA-4 inh | proCasp3 act | GRK2 inh | HCV core dimer | proCasp7 act | CTSL1 counter | PP5 primary |
| --- | --- | --- | --- | --- | --- | --- | --- | --- | --- |
| O=C(COC(=O)Cc1ccccc1[N+](=O)[O-])NCc1ccc(Cl)cc1 | -1 | -1 | 8 | 1 | 0 | 1 | 9 | -5 | 1.3 |
| CC(=O)Nc1ccc(NC(=O)C2CCCN2S(=O)(=O)c2cccc3nsnc23)cc1 (stereo not drawn) | -20 | -3 | 6 | 5 | 0 | -1 | 8 | 4 | 0.3 |
| Cc1nn(CCc2nn[nH]n2)c2nc(-c3ccc(C4CCCCC4)cc3)cc(C(F)(F)F)c12 | -2 | 18* | 14 | 8 | 1 | 25 | 2 | 11 | 5.2 |
| CC(Cc1cccs1)NC(=O)CCCn1nnnc1CN1CCOCC1 (stereo not drawn) | 37 | -2 | 3 | -4 | 1 | -4 | -12 | 0 | 3.3 |

Carrying on:
SMILES	GASC-1 inh	PP1 inh	VLA-4 inh	proCasp3 act	GRK2 inh	HCV core dimer	proCasp7 act	CTSL1 counter	PP5 primary
CC1CCc2sc(C(=O)NN=C3CCC(c4ccccc4)CC3)cc2C1 (stereo not drawn)	21	-3	3	3	5	-2	-1	-4	2.2
Cc1cc(C(=O)COc2ccc(-c3nnco3)cc2)c(C)n1Cc1ccccc1	-12	6	8	0	0	4	3	1	2.0
COC(=O)c1cc(C(=O)OCC(=O)NC2CCCCCCC2)cc([N+](=O)[O-])c1	.	2	-10	5	0	.	5	.	-0.8
Cc1noc(C)c1S(=O)(=O)N1CCC(C(=O)N2CCN(c3ccc(F)cc3)CC2)CC1	-11	-6	-15	-7	2	5	-1	5	0.4
COc1ccc(NC(=S)Nc2ccc(F)cc2)c(OC)c1	2	1	8	-16	1	-2	-16	-1	2.9
Cc1ccc(NC(=O)c2ccc(OCc3c(C)noc3C)cc2)c(C)c1	-7	-2	17	3	0	.	-4	.	2.8
Cn1c(C(=O)O)c(CC(=O)Nc2ccc3c(c2)OCCO3)c2ccccc21	13	1	11	-1	0	3	6	-2	0.1
OCCC1CN(Cc2cccn2-c2cccnc2)CCN1C1CCCCC1 (stereo not drawn)	16	-3	2	1	0	-3	0	2	-0.3
O=C(Nc1ccccc1-c1ccccc1)NC1CC2CCCC(C1)N2CCc1ccccc1 (stereo not drawn)	7	-6	4	3	0	-2	5	-4	0.7
NC(=O)C1CCN(c2nc(-c3cccnc3)cs2)CC1	-20	.	-12	-2	0	.	-23	.	.
COc1ccc(CNc2ncccn2)cc1OC	4	-3	9	6	0	-4	-2	2	-0.2
N#Cc1ccccc1OCC(=O)Nc1ccc2c(c1)OCCO2	1	0	3	-2	0	.	4	.	-0.5
O=C1NCCCc2c1oc1ccc(O)cc21	10	-1	-15	-9	2	1	10	-2	-0.6
CC(C)C(=O)NCCc1nc(-c2ccccc2)no1	1	5	-4	7	0	-3	7	-2	1.1
CCCc1nnc(NC(=O)CCC(=O)NCc2ccccc2Cl)s1	5	0	13	-1	3	4	-10	1	0.6
Cc1ccc(S(=O)(=O)Nc2nc(C)cc(N/N=C/c3ccc(O)cc3)n2)cc1	11	1	4	-4	0	9	7	3	3.2
O=S(=O)(Nc1ccncc1Cl)c1cccc(Cl)c1Cl	2	4	3	8	0	-3	0	-6	1.3
COc1ccc(OCC(=O)Nc2cccc3ncccc23)cc1	5	-1	12	0	0	1	-1	-3	1.9
NC(=O)c1cccc(S(=O)(=O)N2CCCCC2)c1	6	-2	-7	8	1	2	12	1	2.8
COc1cccc(Cn2c(NCC(C)C)nc3c2c(=O)n(C)c(=O)n3C)c1	-12	-2	2	2	0	-9	8	0	-0.2
CN(C)S(=O)(=O)c1cccc(NC(=O)CN2C(=O)NC(Cc3c[nH]c4ccccc34)C2=O)c1 (stereo not drawn)	3	0	-6	-2	4	0	1	-2	-1.1
CC(/C=C/c1ccccc1)=N\NC(=O)CCc1ccccc1	-2	3	10	5	0	-2	6	0	1.0
COC(=O)c1ccc(OCc2cc(=O)n3ccsc3n2)cc1	2	-3	4	6	0	9	2	0	0.2
Cc1nc(CCNS(=O)(=O)c2cccs2)cs1	4	0	1	-2	0	0	8	3	2.1
CCOC(=O)c1snc(-c2ccc(F)cc2)c1N	0	2	-30	10	1	5	3	0	0.4
Cc1ccc(S(=O)(=O)NNC2CC(=O)N(c3ccc(Br)cc3)C2=O)cc1 (stereo not drawn)	7	-3	9	-6	0	-4	9	-2	-1.4
CCOC(=O)c1cnc2ccc(C)cc2c1Sc1ccc(F)cc1	-12	-1	0	6	4	5	1	4	3.1
COc1nc(-c2ccccc2)ccc1-c1noc(-c2cccnc2)n1	-22	-2	-13	5	1	15	0	10	1.0
O=C(Nc1ccnn1C1CCN(C2CCOCC2)CC1)c1cccc(F)c1	1	-3	7	11	0	-3	4	-1	0.8
O=C(N/C(=C/c1ccco1)C(=O)N1CCCCCC1)c1ccccc1	-1	0	-11	2	3	10	-4	-1	2.2
COc1cccc(-c2nc(CS(=O)CC(=O)NCCc3ccc(C)cc3)c(C)o2)c1 (stereo not drawn)	3	-3	-8	7	0	0	-4	2	-0.3
O=C(CS(=O)CC(=O)N(CC(=O)NC1CCCC1)C1CCCC1)Nc1ccc(F)cc1 (stereo not drawn)	7	-4	14	-1	0	-2	1	-2	1.9
CN(C)/C=C/C(=O)c1ccc(Br)cc1	0	3	26	-4	1	2	-8	2	0.3
COc1ccc(C(=O)NNC(=O)c2cc3cc([N+](=O)[O-])ccc3oc2=O)cc1OC	-2	-2	-9	3	14	-5	-1	2	-1.1
COc1ccccc1C(=O)NCCC(=O)Nc1ccc(OC(F)(F)F)cc1	-22	-3	7	-2	15	3	2	0	5.6
Cc1ccc(C)c(N2CCN(C(=O)CN3C(=O)c4ccccc4C3=O)CC2)c1	6	-2	-5	4	0	1	12	7	0.3

From PubChem
